C1s block = complement C1s protease inhibitors, primary screen, biochemical, 10-compound mixtures. purified C1s, fluorogenic AMC substrate, pooled mixtures. Complement C1s subcomponent (Homo sapiens), P09871. mean inhibition % of two 10-compound mixtures (hits give high values), % at 5 µM (by protocol). AID 538, 2006. hit rate 0.16% among 62,000;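 active = inhibition above 20% in each of the two 10-compound mixture wells holding the compound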;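 note: 0% = enzyme wells lacking compound mixture and 100% = no-enzyme blank wells; some compounds called inactive have numbers as strong as hits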
Target sequence (P09871 16-437 limits assumed): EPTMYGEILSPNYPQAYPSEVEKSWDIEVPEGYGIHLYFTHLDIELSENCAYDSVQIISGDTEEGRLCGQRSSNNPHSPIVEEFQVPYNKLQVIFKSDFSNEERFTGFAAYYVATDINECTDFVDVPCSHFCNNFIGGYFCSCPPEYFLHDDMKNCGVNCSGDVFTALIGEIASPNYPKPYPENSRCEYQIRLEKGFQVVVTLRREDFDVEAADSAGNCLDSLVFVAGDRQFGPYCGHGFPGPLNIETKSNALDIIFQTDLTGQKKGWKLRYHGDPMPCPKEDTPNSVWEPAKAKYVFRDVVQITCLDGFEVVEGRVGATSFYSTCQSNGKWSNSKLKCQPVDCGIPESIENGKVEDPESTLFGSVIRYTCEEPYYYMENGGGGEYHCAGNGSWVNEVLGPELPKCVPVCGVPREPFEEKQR
Target sequence (P09871 438-688 limits assumed): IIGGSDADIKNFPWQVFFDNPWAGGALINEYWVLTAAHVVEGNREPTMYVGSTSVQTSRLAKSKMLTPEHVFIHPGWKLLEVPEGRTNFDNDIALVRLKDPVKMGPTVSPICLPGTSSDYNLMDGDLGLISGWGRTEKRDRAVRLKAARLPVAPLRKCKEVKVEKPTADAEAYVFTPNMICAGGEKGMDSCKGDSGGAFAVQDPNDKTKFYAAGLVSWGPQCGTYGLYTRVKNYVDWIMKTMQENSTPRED
FXIIa mix inh = human factor XIIa inhibitors, primary screen, biochemical, pooled compound mixtures, fluorogenic substrate; Coagulation factor XII (Homo sapiens), P00748; inhibition, % at 5 µM; purified FXIIa; hit rate 0.2% among 62,000; AID 684, 2007;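 note: 0% = enzyme without compound and 100% = no enzyme blank; some results filed as inactive read as strong as hits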
CatS inh = inhibitors of human cathepsin S, biochemical, compound mixtures; hit rate 0.06% among 62,000; inhibition, %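 (tested at 5 µM per compound within 10-compound mixtures)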; recombinant cathepsin S, AMC dipeptide fluorescence, pooled mixtures; P25774; in the data active = inhibition above about 32%, passing the limit was not always enough;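 note: 0% = enzyme without compound and 100% = blank without enzyme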
CatL block = inhibitors of human cathepsin L, biochemical; Procathepsin L (Homo sapiens), P07711; purified cathepsin L, fluorogenic substrate, fluorescence; hit rate 0.17% among 58,000; inhibition, %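 (tested at 10 µM)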; in the data active = inhibition above about 45%;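 note: 0% = enzyme with no compound and 100% = no enzyme blank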
Target sequence (P07711 114-288 limits assumed): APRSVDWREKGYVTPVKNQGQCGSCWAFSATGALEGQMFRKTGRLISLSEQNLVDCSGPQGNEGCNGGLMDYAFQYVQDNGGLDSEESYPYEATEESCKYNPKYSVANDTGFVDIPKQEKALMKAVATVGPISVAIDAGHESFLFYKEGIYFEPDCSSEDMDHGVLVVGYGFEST
Target sequence (P07711 292-333 limits assumed): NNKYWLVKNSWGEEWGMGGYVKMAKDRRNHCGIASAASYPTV
A340 absorber = compound light absorbance at 340 nm, profiling panel, artefact control, biochemical, MLSMR library, data from PS, PMK, MK assays. 65,000 tested, under 10 active. fold change at 10 µM. compound absorbance at 340 nm, fold over control;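 active = at 10 µM dose, initial 340 nm absorbance at least 2 fold that of control wells; inactive = change under 2 fold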;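 note: initial absorbance extrapolated from kinetic A340 decline of NADH oxidation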
FXIa mix inh = FXIa protease inhibitors in compound pools, primary screen, biochemical, 10-compound mixtures | Coagulation factor XI (Homo sapiens), P03951 | purified FXIa, fluorogenic substrate, pooled mixtures | inhibition, % at 5 µM | hit rate 0.19% among 62,000 | AID 680, 2007;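 note: each value is inhibition by a whole ten-compound pool holding the compound; 0% = enzyme with no mixture and 100% = wells lacking enzyme; strong numbers were not always called active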
CatB mix inh = cathepsin B inhibitors from pooled compounds, primary screen, biochemical, compound mixtures, AMC fluorescence; P07858; Purified cathepsin B, AMC dipeptide fluorescence; inhibition, %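 (ten-compound pools at 5 µM per compound and 50 µM total)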; hit rate 0.06% among 62,000; AID 488, 2006; in the data active = inhibition above about 22%, passing the limit was not always enough;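 note: 0% = enzyme without compound and 100% = no enzyme blank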
CatG inh = human cathepsin G inhibitors, primary screen, biochemical, pooled compound mixtures, AMC fluorescence; purified enzyme, AMC-tetrapeptide fluorescence; inhibition, % at 5 µM (by protocol); hit rate 0.2% among 62,000;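 active = inhibition above 20% in each of the two mixture wells holding the compound; inactive = inhibition of 20% or less in either well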;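 note: 0% = enzyme control without mixture and 100% = blank lacking enzyme; strong numbers were not always called active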
CatB inh = human cathepsin B inhibitors, primary screen, biochemical, fluorogenic substrate; P07858; purified cathepsin B, fluorescence; inhibition, %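 (tested at 10 µM)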; hit rate 0.1% among 63,000; AID 453, 2006; in the data active = inhibition above about 21%;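 note: 0% = enzyme with no compound and 100% = no enzyme blank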
Starred values were filed as active, the others as inactive; nt = no result given. Cut-off read from the data, not from the text of the source, unless noted: active = inhibition above about 20% (passing the limit was not always enough); inactive = the rest. The list is partial, so the mix of outcomes need not match the whole.

entry	C1s block	FXIIa mix inh	CatS inh	CatL block	A340 absorber	FXIa mix inh	CatB mix inh	CatG inh	CatB inh	smiles
1	-4	-18	5	4	1	8	-1	-1	-1	CS(=O)(=O)N(CC(=O)NCC1CCCO1)c1cc(Cl)ccc1Cl (stereo not given)
2	-5	2	-2	7	0.99	-1	4	1	1	CCOc1ccc(N(CC(=O)NCC2CCCO2)S(=O)(=O)c2ccc(OC)c(OC)c2)cc1 (stereo not given)
3	1	6	-5	11	0.98	0	-2	6	0	COC(=O)C1=C(C)N=C2SCCC(=O)N2C1/C=C/c1ccccc1 (stereo not given)
4	13	6	4	-6	1	4	3	7	2	CCOC(=O)c1oc2ccc(S(=O)(=O)n3nc(-c4ccc(OC)cc4)cc3N)cc2c1C
5	-4	4	6	18	1	4	2	36*	0	COc1ccc2c(c1)CCc1c(C(=O)NCCCn3ccnc3)noc1-2
6	1	1	6	-1	1	-1	1	7	3	COc1ccc(NC(=O)C(c2ccccc2)N(C)C(=O)c2cnccn2)cc1 (stereo not given)
7	12	6	3	18	1.1	6	0	7	6	NC(=O)c1cc(Cc2ccccc2)sc1NC(=O)c1ccco1
8	-32	-13	11	nt	1.1	3	3	-7	11	Cc1c(OCc2ccc(C(=O)O)o2)ccc2c3c(c(=O)oc12)CCC3
9	7	10	-16	3	1	6	4	6	3	CC(NC(=O)c1ccccc1Cl)C(=O)O (stereo not given)
10	-1	3	-34	-19	1.1	4	-4	3	-3	COC(=O)Cc1c(C)c2ccc(OC(=O)c3ccco3)cc2oc1=O
11	7	4	-5	-5	0.99	9	2	6	0	CSC1=NCCN1C(=O)c1c(F)cccc1Cl
12	-40	6	-16	-8	1.1	-3	-4	-14	2	COCCCNCCOc1cc(C(C)C)ccc1C
13	-3	10	19	1	1.1	-1	-1	-14	3	Cc1ccc(C)n1-n1c(C)nc2sc(-c3ccccc3)cc2c1=O
14	18	4	-4	-3	0.98	9	3	10	1	CC(C)OC(=O)CSc1n[nH]c(-c2cccnc2)n1
15	-9	3	-2	9	1	-3	-4	-1	4	CC(=O)c1ccc(OCC(O)CN(C)Cc2cccs2)cc1 (stereo not given)
16	15	-15	-2	-1	1	1	5	11	3	CCOc1ccc(-n2cc(C(=O)N3CCCCCC3)c3cc(OC)c(OC)cc3c2=O)cc1
17	-2	-20	2	13	0.97	-2	0	21	1	COc1ccc(CCNC(=O)c2cc(-c3cccs3)on2)cc1OC
18	-17	6	1	-10	1.1	-1	-2	-5	1	CCOC(=O)c1cc2c(=O)n3ccccc3nc2n(CCOC)c1=NC(=O)c1ccncc1
19	-18	-3	-11	1	1	-15	-6	-7	1	CCOC(=O)C1CCCN(C(=O)c2ccc(CNc3c(N4CCC(C)CC4)c(=O)c3=O)cc2)C1 (stereo not given)
20	-19	4	12	5	0.99	-4	-1	1	-3	CC(=O)Nc1cccc(OCC(O)Cn2cnc3ccccc32)c1 (stereo not given)
21	2	7	2	18	1	5	1	-5	1	COc1ccc(Cn2nnnc2C(C(C)C)N2CCN(c3ccccc3OC)CC2)cc1 (stereo not given)
22	3	2	-8	-8	1	6	4	0	-4	O=C(CCS(=O)(=O)c1ccc(Br)cc1)N1CCN(Cc2ccccc2)CC1
23	15	13	8	0	0.95	2	7	8	4	Cc1ccccc1-c1nnc(SCc2ccccc2F)o1
24	4	1	-6	-4	1	3	-3	6	4	CCN(C(=O)c1cn(C)c(=O)c2cc(OC)c(OC)cc12)c1ccccc1C
25	-11	2	5	14	0.99	9	0	6	1	CCOC(=O)/C=C1\SCC(=O)N1CC(=O)Nc1ccc2c(c1)CCC2
26	-34	10	4	3	1	-4	7	-7	-2	CCN(CCCNC(=O)CCc1nc(-c2ccc(OC)cc2)no1)c1cccc(C)c1
27	1	10	-8	-4	1	5	1	-4	1	CCc1sc(C(=O)NC)cc1Br
28	2	8	-5	7	1	-6	-1	-9	2	Cc1c(NC(=O)C(C)OC(=O)C(NC(=O)c2ccco2)C(C)C)c(=O)n(-c2ccccc2)n1C (stereo not given)
29	11	-15	-1	8	1	6	0	9	0	CC(OC(=O)c1cccs1)C(=O)NCc1cccs1 (stereo not given)
30	-2	0	3	25	1	0	0	8	0	Cc1cc(N2CCN(C3CCCC3)CC2)n2nc(C)c(-c3ccccc3)c2n1
31	64*	4	14	5	1	6	7	10	2	CCOC(=O)N1CC=C2C(C#N)=C(N)C(C#N)(C#N)[C@H](c3ccccc3OCC)[C@H]2C1
32	-13	8	3	27	1	-6	-2	3	2	COCCCn1c(SCC(=O)Nc2ccc(C(C)=O)cc2)nc2ccccc2c1=O
33	4	-18	-6	-1	1	8	7	1	-4	C(=C\c1ccccc1)/CN1CCN(Cc2ccc3c(c2)OCCO3)CC1
34	-22	21	-3	-11	1.1	7	-4	2	-1	CCCn1c(SCC(=O)Nc2c(CC)cccc2CC)nnc1C(C)C
35	3	-1	-4	nt	1	10	1	2	3	CCOC(=O)c1[nH]c(C)c(C(=O)NCc2ccc(C)cc2)c1C
36	-25	6	-3	-8	1	-8	-8	3	1	COCCn1c(SCC(=O)N2CCCC2)nnc1C(C)C
37	10	6	12	14	1	12	2	11	8	COc1ccc(CCNC(=O)c2cnc3scc(C)n3c2=O)cc1OC
38	3	3	-6	18	1	0	-5	10	-5	CCC(C)NS(=O)(=O)c1ccc(OCC(=O)NCc2ccc3c(c2)OCO3)cc1 (stereo not given)
39	3	3	-5	-6	1	4	2	8	2	O=C(O)c1ccc(NCc2cccnc2)cc1
40	-32	8	-7	-11	0.99	6	2	-6	-5	COc1ccc(S(=O)(=O)N2CCCCCC2)cc1C(=O)OCc1c(C)noc1C
41	-6	4	-3	-1	1	6	-4	8	4	COC(=O)c1ccc(NC(=O)CSc2nncn2C)cc1
42	18	3	19	1	1.1	8	4	10	2	O=C(Nc1nccs1)c1ccc(S(=O)(=O)N2CCCCC2)cc1
43	23	18	-31	-1	1	39	8	15	-1	CCCc1nnc2n1N=C(c1ccc(OC)c(OC)c1)CS2
44	4	1	-1	3	1.1	-1	3	10	2	CCCCn1nc(CC(=O)O)c2ccccc2c1=O
45	-46	6	-10	-3	1	-7	-4	-17	2	COc1ccc(CN(Cc2ccccn2)S(=O)(=O)c2ccc(-n3cnnn3)c(OC)c2)cc1
46	-15	4	-4	-8	1	1	5	2	-4	CC[N+](CC)(CCO)CCCN1C(=O)C2CC=C(Cl)CC2C1=O (stereo not given)
47	-2	2	0	6	1.1	4	7	7	2	COCCCNC(=O)CSc1ccc(Cl)cc1
48	-27	11	14	nt	1	4	10	-12	2	Cc1ccc(C(C)C)c(OCC(=O)N2CCOCC2)c1
49	-29	16	-5	13	0.98	-5	-2	5	3	Cc1cccc(C)c1NC(=O)N1CCC(n2cnc3ccccc32)CC1
50	11	1	6	9	1	1	0	9	1	O=C(NCCc1ccccc1F)[C@@H]1CSC2c3ccccc3C(=O)N21 (stereo not given in full)
51	2	22*	4	22	1	-1	1	10	4	Cc1csc(CCc2nc(C)cs2)n1
52	0	4	-6	0	1.1	3	1	0	0	CCOC(=O)C1CCN(S(=O)(=O)c2cccc3nonc23)CC1
53	-25	4	-2	6	1	-4	2	3	0	CCC(Sc1nc(N)cc(=O)[nH]1)C(=O)NC(C(=O)OC)c1ccccc1 (stereo not given)
54	10	9	-2	-6	1.1	5	1	8	0	CCCC(=O)Nc1ccc(S(=O)(=O)Nc2cc(C)nc(C)n2)cc1
55	-9	-16	-8	-4	1	7	1	-6	1	Cc1cc(C(=O)CSc2nnc(-c3ccco3)o2)c(C)n1-c1ccc2c(c1)OCCO2
56	-6	2	-2	1	1	-5	2	-7	4	O=c1c2ccccc2sn1-c1ccc(S(=O)(=O)N2CCCCC2)cc1
57	-26	5	-7	4	1	-10	-1	-11	-3	CC(C)n1nnnc1SCC(=O)Nc1ccccc1N1CCOCC1
58	4	-2	-3	-2	1.1	8	5	-1	-5	N#Cc1c(N)nc2c(c1-c1cccnc1)CCCCC2
59	11	-18	-33	10	0.98	2	4	10	-1	CN(C)S(=O)(=O)c1cccc(C(=O)Nc2cccnc2)c1
60	2	2	3	8	1	5	4	-1	-5	c1cc(CNc2ccc3c(c2)OCCO3)ccn1

Further structures:
entry	C1s block	FXIIa mix inh	CatS inh	CatL block	A340 absorber	FXIa mix inh	CatB mix inh	CatG inh	CatB inh	smiles
61	3	2	5	16	1.1	13	6	1	-4	Fc1ccc(C(c2nnnn2Cc2cccs2)N2CCN(C3CCCC3)CC2)cc1 (stereo not given)
62	2	-16	1	-3	1.2	8	-4	1	-2	CCN(CC)c1ccc(/C=N/n2c(C)cc(C)cc2=O)cc1
63	-42	9	0	0	0.95	7	3	2	1	Cc1ccc2c(c1)N(CCC(=O)NCC1CCCO1)C(=O)CO2 (stereo not given)
64	-4	6	-6	0	1	-1	5	-38	2	C=CCc1cccc2cc(C(=O)NCc3cccnc3)c(=O)oc12
65	-28	11	0	2	1.1	8	4	-1	-3	O=c1c2c3nc4ccccc4nc3n(/N=C/c3cccs3)c2ncn1-c1ccccc1
66	18	16	2	2	1	4	7	10	4	CCC(C(=O)NCc1ccco1)n1nc(-c2ccc(OC)cc2)ccc1=O (stereo not given)
67	16	4	-6	nt	1	8	-3	9	4	CC1(C)C(=O)OC(c2cc(Br)ccc2O)C(C)(C)C1=O (stereo not given)
68	4	6	14	30	1.1	1	2	3	5	CCCCCCn1cnc2c(c1=O)c1nc3ccccc3nc1n2Cc1cccs1
69	10	12	8	15	1.1	1	3	9	1	COc1ccc(C2CC(c3ccccc3C)n3nc(N)nc3N2)cc1 (stereo not given)
70	28	-6	4	2	1	8	1	11	-5	O=C(NCC1COc2ccccc2O1)C1CCC(CNc2c(N3CCCCC3)c(=O)c2=O)CC1 (stereo not given)
71	-7	3	25	nt	1	2	2	3	3	Cc1ccccc1N1C(=O)c2ccccc2C1Nc1cccnc1 (stereo not given)
72	11	7	-1	1	1	6	-1	11	1	COc1ccccc1CNC(=O)CN(c1ccc(C)cc1)S(=O)(=O)c1c(C)n[nH]c1C
73	-1	-18	-1	-3	1	2	12	7	0	O=C1CCC(=O)N1CNc1cccnc1
74	-12	10	-6	-11	1	7	-1	-4	0	Cc1nc(CSc2nnc(C)s2)cs1
75	11	0	13	19	1	8	2	12	6	Cc1ccc(C(=O)OCC(=O)NCc2ccc3c(c2)OCO3)s1
76	12	6	-7	1	1.1	8	3	9	1	CCCOc1ccc(C(=O)Nc2ccc(N(C)C)cc2)cc1
77	14	0	8	24	1	2	6	8	8	CC(=O)N1SC(N)=NC1c1ccccc1 (stereo not given)
78	9	9	-7	-20	1.1	12	1	10	-2	Cn1cnnc1SCC(=O)N1CCC(Cc2ccccc2)CC1
79	5	-2	8	nt	0.97	4	2	-1	-2	O=C(COCc1nc2ccccc2c(=O)[nH]1)NC1CCCC1
80	25	13	2	-2	1.1	3	5	35	-4	CC(C)c1cc(Nc2cccc(O)c2)cc(C(C)C)c1O
81	27	-18	3	15	1.1	28	-2	20	0	COC(=O)c1cc(OC)c(OC)cc1NC(=O)C1CCC(=O)N1S(=O)(=O)c1ccc(C)cc1 (stereo not given)

Some of these compounds in order of molecular weight, smallest number first:
entry	C1s block	FXIIa mix inh	CatS inh	CatL block	A340 absorber	FXIa mix inh	CatB mix inh	CatG inh	CatB inh	smiles
74	-12	10	-6	-11	1	7	-1	-4	0	Cc1nc(CSc2nnc(C)s2)cs1
80	25	13	2	-2	1.1	3	5	35	-4	CC(C)c1cc(Nc2cccc(O)c2)cc(C(C)C)c1O
79	5	-2	8	nt	0.97	4	2	-1	-2	O=C(COCc1nc2ccccc2c(=O)[nH]1)NC1CCCC1
61	3	2	5	16	1.1	13	6	1	-4	Fc1ccc(C(c2nnnn2Cc2cccs2)N2CCN(C3CCCC3)CC2)cc1 (stereo not given)
